Mito fusion act – blocks mitochondrial division or promotes mitochondrial fusion; 320,000 tested, 0.23% active; S. cerevisiae fusion-defective mutant growth rescue, CellTiterGlo 48 h; Potency, µM (titrated, usually from 46.1 µM), without a hit: at the highest dose growth rescue (activation), most hits filed as activators; AID 485298;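 also: potency is read from the fitted curve at half-maximal effect; % of control where 0% means no effect; nearly all actives have a fitted effect of over 45% in size; temperature-sensitive fusion mutants such as fzo1-1 at 37 °C on non-fermentable ethanol glycerol medium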
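Luminescent cell viability in 1536-well qHTS format served as the measure of rescued growth in ts fusion-mutant S. cerevisiae cultured on non-fermentable YPEG for 48 hours at 37C.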
TSHR antag – blocks TSH signaling through the human TSH receptor; P16473; TSHR-expressing cells, TSH-stimulated cAMP HTRF, 2 h; active compounds read low; activity change, negative = inhibition, % at 11.5 µM; 330,000 tested, 0.2% active; AID 504810;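 active = activity change below a set negative limit, meaning inhibition stronger than a set level, cut at about -70% in these data; inconclusive = activity change between two set negative limits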; also: % is scaled to controls: 0 for no effect and ±100 for the full control effect
Target sequence (P16473 whole entry, looked up): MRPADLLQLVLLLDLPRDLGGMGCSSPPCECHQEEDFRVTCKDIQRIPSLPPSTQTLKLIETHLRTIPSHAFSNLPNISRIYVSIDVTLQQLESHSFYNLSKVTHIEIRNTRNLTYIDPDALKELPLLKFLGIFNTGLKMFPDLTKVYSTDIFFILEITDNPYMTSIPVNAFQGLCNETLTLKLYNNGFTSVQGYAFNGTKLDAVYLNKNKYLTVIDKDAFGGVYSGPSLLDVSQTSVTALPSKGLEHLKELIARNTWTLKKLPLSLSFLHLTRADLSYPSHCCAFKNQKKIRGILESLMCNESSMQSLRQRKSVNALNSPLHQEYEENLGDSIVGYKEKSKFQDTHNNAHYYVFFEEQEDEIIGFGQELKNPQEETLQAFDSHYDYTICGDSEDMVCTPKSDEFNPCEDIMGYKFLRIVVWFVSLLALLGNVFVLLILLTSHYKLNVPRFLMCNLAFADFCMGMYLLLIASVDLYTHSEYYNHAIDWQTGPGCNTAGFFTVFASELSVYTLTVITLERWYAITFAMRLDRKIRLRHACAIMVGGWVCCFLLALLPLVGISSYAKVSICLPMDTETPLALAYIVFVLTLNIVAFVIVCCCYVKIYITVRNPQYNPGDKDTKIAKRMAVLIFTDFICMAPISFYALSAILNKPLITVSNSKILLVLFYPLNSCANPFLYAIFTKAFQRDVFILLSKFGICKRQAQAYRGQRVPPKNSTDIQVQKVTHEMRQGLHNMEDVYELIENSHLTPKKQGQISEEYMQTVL
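TSHR-expressing cells, 200/well, pre-treated with compound, then stimulated with EC80 TSH (4nM final) for 2 hours at 37 deg C. cAMP measured by competitive HTRF: anti-cAMP cryptate antibody in lysis buffer plus cAMP-d2, read after 30 minutes at room temperature.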
Tb PFK inh – blocks T. brucei phosphofructokinase | O15648 | T. brucei PFK, ADP-Glo luminescence | Potency, µM (top dose mostly 57.5 µM), for the others: at the highest dose activity, negative = inhibition, hits mostly inhibitors | 330,000 tested, 0.17% active | AID 485367;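 also: potency is read from the fitted curve at half-maximal effect; 0% = uninhibited 1x PFK enzyme wells and -100% = no-enzyme wells; nearly all actives have a fitted effect of over 60% in size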
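ADP-Glo luminescence quantified ADP after 45 min at room temperature, with 1.25 nM T. brucei PFK, 0.1 mM ATP and 0.5 mM fructose-6-phosphate in pH 8.0 TEA buffer. qHTS titrations up to 57 µM; curves classified by quality.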
ELG1 repair inh – ELG1-dependent DNA repair inhibition; HEK293T ELG1-luciferase reporter, luminescence, 16 h; DNA damage induced by 5-fluorouridine; Potency, µM (doses to about 46.1 µM), without a hit: at the top dose activity change, negative = inhibition, hits mostly inhibitors; 330,000 tested, 2.3% active; AID 504467; also: potency is read from the fitted curve at half-maximal effect; % is scaled to controls: 0 for no effect and ±100 for the full control effect; nearly all actives have a fitted effect of over 55% in size
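Cells (2,000 per well) received 5-fluorouridine plus test compound or DMSO and were incubated 16 hr at 37 °C, 5% CO2. Luciferase activity was read by luminescence 30 min after ONE-Glo addition; signal suppression marked inhibition of damage-induced ELG1 function.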
S-ASM inh – inhibitors of human secretory acid sphingomyelinase; P17405; placental ASM, HMU-PC fluorogenic substrate, 60 min; Potency, µM (series often up to 57.5 µM), inactives show top-dose activity change, negative = inhibition, actives largely listed as inhibitors; 340,000 tested, 0.006% active; AID 504937; also: potency is read from the fitted curve at half-maximal effect
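Fluorogenic HMU-PC substrate (9 uM final) is turned over by placental ASM in 60 min at 37 C after a 10 min compound preincubation. Reaction ended by alkaline stop (pH 10), with fluorescence read at 386/447 nm.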
TCR activator – activators of T cell receptors. primary human leukocytes, anti-CD3, IL-2 HTRF, 48 h. Potency, µM (doses to about 9.22 µM), without a hit: at the highest dose activation of IL-2 secretion, actives largely listed as activators. 330,000 tested, under 10 active; also: % of control where 0% means no effect
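Compounds are tested in HTS on primary human leukocytes co-incubated with a-CD3 beads for 48 hr. IL-2 output is measured by time-resolved FRET.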
BCR signal inh – chronic active BCR signaling inhibition. AID 493014. ABC-DLBCL IkBa-CBG/CBR reporter, luminescence ratio, 4 h. 340,000 tested, 0.05% active. Potency, µM (series often up to 46.1 µM), for inactives: top-dose ratio change, negative = lower green/red ratio, hits mostly inhibitors; active = well fitted inhibition curve with a large enough effect in the signal ratio, with a control signal flat, not every such curve was filed as active; inconclusive = small, poorly fitted or top-dose-only effect, or effect the other way, or a change in a side signal; the % refers to the signal ratio;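 also: potency is read from the fitted curve at half-maximal effect; plate controls were basal doxycycline-induced cells for no effect and cells given 10 µM MG132 for full effect; MG132 reads +100%, hits lower the ratio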
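Concentration-response series (up to 46 uM) were applied to TMD8 dual-reporter cells for 4 h at 37C with doxycycline. Green/red ratio, after filter-overlap correction, defined %Activity; red signal alone was normalised to basal cells and zero luminescence.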
Integrin act MD – integrin-mediated muscular dystrophy alleviation activation. alpha7betagal myoblasts, beta-gal FDG fluorescence, 48 h. Potency, µM (titrated, usually from 38.3 µM), without a hit: at the top dose activation, actives largely listed as activators. 350,000 tested, 0.064% active. AID 624291;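 also: potency is read from the fitted curve at half-maximal effect; 100% = response of the positive control SU9516; nearly all actives have a fitted effect of over 60% in size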
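alpha7betagal+/- myoblasts (passage 13, 250/well) treated 48 h at 37C with compounds at 1:260 dilution of DMSO stock. Lysed, then beta-galactosidase activity read as FDG fluorescence (ex 480/em 540) after 30 min, with pre-read for autofluorescence.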
Eya2 phos inh – inhibitors of human Eya2 phosphatase activity | O00167 | recombinant Eya2, OMFP fluorescence dephosphorylation (OMFP is methylfluorescein phosphate) | Potency, µM (top dose mostly 76.9 µM), for inactives: at the top dose activity, negative = inhibition, hits mostly inhibitors | 330,000 tested, 0.006% active; also: potency is read from the fitted curve at half-maximal effect; % is scaled to controls: 0 for no effect and ±100 for the full control effect
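Eya2 protein (added as 0.2 uM solution) was preincubated with compound for 10 min at ambient temperature in 50 mM HEPES pH 7.5, 50 mM NaCl, 5 uM MgCl2, 0.05% BSA, 1 mM DTT. OMFP (added at 50 uM) then reacted 10 min; fluorescence read at 485/525 nm.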
TSG101-PTAP inh – blocks PTAP/TSG101 interaction to inhibit HIV-1 budding | Q99816 | Fluorescence polarization, FITC-PTAP peptide / Tsg101 binding | Potency, µM (highest dose often 115 µM), for inactives: at the highest dose activity change, negative = inhibition, hits mostly inhibitors | 340,000 tested, under 10 active | AID 493005; active = well fitted inhibition curve with a large enough effect in the main read-out, with a control signal flat, not every such curve was filed as active; inconclusive = small, poorly fitted or top-dose-only effect, or effect the other way, or a change in a side signal; inactive = no such curve, though single readings can be large or run the other way; also: potency is read from the fitted curve at half-maximal effect; % of control where 0% means no effect
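Tsg101 binding domain (10 uM final) was mixed with compound and a FITC-labeled PTAP peptide (50 nM final) in HEPES pH 7.5 buffer with NaCl, Tween 20, EDTA and TCEP; fluorescence polarization was read after 20 min at r.t.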
A-T KAP1 phos – potential ataxia-telangiectasia treatment; […] A-T fibroblasts, KAP-1 phosphorylation AlphaLISA; neocarzinostatin DNA damage 30 min before lysis; Potency, µM (doses to about 57.5 µM), for inactives: at the highest dose activation, most hits filed as activators; 320,000 tested, 0.19% active; also: potency is read from the fitted curve at half-maximal effect; % of control where 0% means no effect; nearly all actives have a fitted effect of over 45% in size
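hTERT-immortalized A-T patient fibroblasts ([…]), 500 cells/well in OPTI-MEM, 1% FBS, got compounds for 60 min, then NCS for 30 min at 37C. Lysates were then assayed for phospho-KAP-1 by AlphaLISA (anti-pKAP1 donor, anti-KAP1 acceptor beads), 6 hr at 25C.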
An asterisk follows results filed as active; [ ] = dose if it differs, or a comment. Unless noted, calls follow the shape of the dose curve; as a rule, active = well fitted curve in the direction sought with a large enough effect; inconclusive = small, poorly fitted or top-dose-only effect, or another doubt; inactive = no such curve, though single readings can be large; an effect the other way counts as inactive or inconclusive.

`c1ccc2c(c1)nc(Nc1ccc(N3CCCCC3)cc1)c1nncn12` gave Mito fusion act inconclusive, TSHR antag 18, Tb PFK inh -1%, ELG1 repair inh 0%, S-ASM inh -6%, TCR activator 11%, BCR signal inh inconclusive, Integrin act MD -4%, Eya2 phos inh 8%, TSG101-PTAP inh -5% and A-T KAP1 phos inconclusive.
Screening O=C(NCc1ccc(Cl)cc1)c1ccccc1CCc1ccccc1 returned Mito fusion act inconclusive, TSHR antag 1, Tb PFK inh 9%, ELG1 repair inh inconclusive, S-ASM inh 7%, TCR activator -3%[46.1 µM], BCR signal inh 12%, Integrin act MD inconclusive, Eya2 phos inh -4%, TSG101-PTAP inh -3% and A-T KAP1 phos 5%.
`CNC(=S)N1N=C(c2ccc(Br)cc2)CC1c1ccc(N(C)C)cc1` (configuration not stated) gave Mito fusion act 23%, TSHR antag -5, Tb PFK inh -1%, ELG1 repair inh -13%, S-ASM inh -9%, BCR signal inh 1%, Integrin act MD 0%, Eya2 phos inh -5%, TSG101-PTAP inh 10% and A-T KAP1 phos -3%.
`O=C(CCn1c(=O)oc2ccccc21)N1CCc2ccccc21` gave Mito fusion act 1%, TSHR antag 43, Tb PFK inh 1%, ELG1 repair inh inconclusive, S-ASM inh -3%, TCR activator 1%, BCR signal inh -4%, Integrin act MD 16%, Eya2 phos inh 24%, TSG101-PTAP inh -4% and A-T KAP1 phos 20%.
`COc1cc(S(=O)(=O)N2CCN3CCCC3C2)ccc1-n1cnnn1` (configuration not stated) gave Mito fusion act -1%, TSHR antag 10, Tb PFK inh -4%, ELG1 repair inh 0%, S-ASM inh 1%, TCR activator 6%, BCR signal inh -3%, Integrin act MD -25%, Eya2 phos inh -2%, TSG101-PTAP inh -2% and A-T KAP1 phos -7%.
COc1ccc(OCC(=O)NNC(=O)Nc2cccc(Cl)c2)cc1 was read as Mito fusion act -2%, TSHR antag 6, Tb PFK inh -2%, ELG1 repair inh -1%, S-ASM inh 0%, TCR activator 3%, BCR signal inh 5%, Integrin act MD 23%, Eya2 phos inh -5%, TSG101-PTAP inh -4% and A-T KAP1 phos 5%.
Screening Cc1n[nH]c(=O)c2c(NC(=O)COC(=O)c3cccc(OC(F)F)c3)oc(C)c12 returned Mito fusion act 1%, TSHR antag 3, Tb PFK inh -7%, ELG1 repair inh inconclusive, S-ASM inh 0%, TCR activator 0%, BCR signal inh 14%, Integrin act MD 9%, Eya2 phos inh -28%, TSG101-PTAP inh -1% and A-T KAP1 phos -5%.
Screening Cc1cc(N2C(=O)C3CC=CCC3C2=O)cc(C)c1Br (configuration not stated) returned Mito fusion act -1%, TSHR antag 2, Tb PFK inh -1%, ELG1 repair inh -3%, S-ASM inh -3%, TCR activator -1%[46.1 µM], BCR signal inh 14%, Integrin act MD 23%, Eya2 phos inh -8% and TSG101-PTAP inh -2%.
`COc1ccc(Cl)cc1C(=O)NNC(=S)NC(=O)c1cc(-c2ccccc2)nc2ccccc12` gave Mito fusion act 22%, TSHR antag 15, Tb PFK inh -5%, ELG1 repair inh 2%, S-ASM inh -9%, TCR activator 4%, BCR signal inh 0%, Integrin act MD -6%, Eya2 phos inh -2%, TSG101-PTAP inh -2% and A-T KAP1 phos -14%.
Screening O=C(O)/C=C/c1cnc2ccccc2n1 returned Mito fusion act 4%, TSHR antag -7, Tb PFK inh 2%, ELG1 repair inh 1%, S-ASM inh 2%, TCR activator -4%, BCR signal inh -4%, Integrin act MD 14%, Eya2 phos inh -7%, TSG101-PTAP inh -8% and A-T KAP1 phos 1%.
Screening CCC(CO)Oc1cc(NCc2ccccn2)c2ncn(C(C)C)c2c1 (configuration not stated) returned TSHR antag -13, Tb PFK inh 12%, ELG1 repair inh -13%, S-ASM inh 8%, TCR activator 7%, BCR signal inh 1%, Integrin act MD -18%, Eya2 phos inh 4%, TSG101-PTAP inh -2% and A-T KAP1 phos 9%.
Screening Cc1ccc(CSCC(=O)N/N=C/c2cccc(OC3CSC3)c2)cc1 returned Mito fusion act 9%, TSHR antag -4, Tb PFK inh 2%, ELG1 repair inh inconclusive, S-ASM inh -8%, TCR activator -4%, BCR signal inh inconclusive, Integrin act MD 14%, Eya2 phos inh 3%, TSG101-PTAP inh 0% and A-T KAP1 phos 7%.
Screening O=S(=O)(NCCCCCNS(=O)(=O)c1ccc(F)cc1)c1ccc(F)cc1 returned Mito fusion act -1%, TSHR antag 9, Tb PFK inh -3%, ELG1 repair inh inconclusive, S-ASM inh 14%, TCR activator -4%, BCR signal inh -1%, Integrin act MD 4%, Eya2 phos inh -8%, TSG101-PTAP inh -1% and A-T KAP1 phos -5%.
Screening Cc1ccc[n+](CC(=O)N2CCCc3ccccc32)c1 returned Mito fusion act 5%, TSHR antag -24, Tb PFK inh 1%, ELG1 repair inh 6%, S-ASM inh 0%, TCR activator -8%, BCR signal inh -1%, Integrin act MD -18%, Eya2 phos inh -8%, TSG101-PTAP inh -3% and A-T KAP1 phos 3%.
Screening CCOC(=O)c1c(NC(=O)c2noc3c2CCCC3)sc(C)c1C returned Mito fusion act 0%, TSHR antag -6, Tb PFK inh -15%, ELG1 repair inh 0%, BCR signal inh 2%, Eya2 phos inh 1% and A-T KAP1 phos -1%.
`CCN(CC)S(=O)(=O)c1cccc(NC(=O)C(=O)c2c(-c3ccccc3)cc3ccccn23)c1` gave Mito fusion act -13%, TSHR antag -8, Tb PFK inh -2%, ELG1 repair inh 16µM*, S-ASM inh -7%, TCR activator -6%, BCR signal inh inconclusive, Integrin act MD -21%, Eya2 phos inh -4%, TSG101-PTAP inh -3% and A-T KAP1 phos 0%.
COc1ccc(N2CCN(CCNC(=O)c3nnc(Cc4c(F)cccc4Cl)o3)CC2)cc1 was read as Mito fusion act 0%, TSHR antag -3, Tb PFK inh -1%, ELG1 repair inh -15%, S-ASM inh 2%, TCR activator -2%, BCR signal inh 1%, Integrin act MD 3%, Eya2 phos inh -26%, TSG101-PTAP inh -2% and A-T KAP1 phos -1%.
For CCn1nc([N+](=O)[O-])c(C(C#N)c2nc3cc(C(F)(F)F)ccc3s2)c(Cl)c1=O (configuration not stated) the results were Mito fusion act inconclusive, TSHR antag -88*, Tb PFK inh -8%, ELG1 repair inh -9%, S-ASM inh -11%, TCR activator -3%, BCR signal inh inconclusive, Integrin act MD -33%, Eya2 phos inh -7%, TSG101-PTAP inh -9% and A-T KAP1 phos 2%.
Cc1c(C)n(Cc2ccc(F)cc2)c2ccc(C(=O)NCCN3CCOCC3)cc12 was read as Mito fusion act -23%, TSHR antag -13, Tb PFK inh -8%, ELG1 repair inh -12%, S-ASM inh -10%, TCR activator 1%, BCR signal inh 11%, Integrin act MD -24%, Eya2 phos inh -9%, TSG101-PTAP inh -3% and A-T KAP1 phos 0%.
Screening CNC(=S)N1CCN(C(=O)C2CCCO2)CC1 (configuration not stated) returned Mito fusion act -1%, TSHR antag -2, Tb PFK inh 3%, ELG1 repair inh -5%, S-ASM inh 2%, TCR activator -1%[46.1 µM], BCR signal inh 10%, Integrin act MD 0%, Eya2 phos inh 4%, TSG101-PTAP inh -6% and A-T KAP1 phos 0%.
